Compound activity deposited in PubChem by NCI.
NCI-60 one-dose screen, 48 h, at 10 µM unless noted. Numbers give growth in % (100 = growth as untreated, 0 = no growth, -100 = all killed).
HL-60(TB) – HL-60(TB) leukemia cells; 78,000 compounds, 9% hits; AID 1794776; active = growth percent below 10
* marks the source's active call; other numbers are inactive results; & = joins results of further samples; [ ] = dose if it differs, or a comment.

SMILES	HL-60(TB)
COc1cc(-c2nn(-c3cccc(NC(=O)Nc4ccccc4)c3)cc2-c2ccncc2)ccc1Cl	91
O=c1[nH]nc(Sc2ccccc2)c(=S)[nH]1	100
NC(=O)CSCc1ccccc1	89
NCc1ccc(S(=O)(=O)Nc2nccs2)cc1	95
O=c1cc(N/N=C/c2ccc(Cl)cc2)c2ccccc2[nH]1	89
COC1OCC(OS(=O)(=O)c2ccc(C)cc2)C(OC(=O)c2ccccc2)C1OC(=O)c1ccccc1 (configuration not stated)	25
COc1cc(CNC(=O)/C=C/c2ccccc2)ccc1OCc1cn(-c2ccc(C#N)cc2)nn1	99
CCCCCCCCSc1ncnc2c1ncn2CO	94
COc1cccc(/C=N/Nc2nnc3n2N=C(c2ccccc2)CS3)c1	96
COc1ccc(/C=C2\SC(=Nc3cc(C)on3)NC2=O)cc1	95
O=C(Cc1ccc(-c2ccc3c(=O)cc(N4CCOCC4)oc3c2)cc1)N1CCN(CCN2CCOCC2)CC1	96
COC(=O)/C=C/c1cc(OC)c2c(c1)[C@@H](C(=O)OC)[C@H](c1ccc(OC)c(OC)c1)O2	-13*
CCOC(=O)C(=O)C1CCCCC1=O (configuration not stated)	112
CC(C)CCCC(C)C1CCC2C3CCC4CC(NC(=O)C[N+]5(C)CCOCC5)CCC4(C)C3CCC12C (configuration not stated)	102
Cc1ccc(-c2nc(N(C)CC(O)C(O)C(O)C(O)CO)c3oc(-c4ccc(C)cc4)nc3n2)cc1 (configuration not stated)	98
COc1ccccc1C(C[N+](=O)[O-])c1c[nH]c2ccccc12 (configuration not stated)	82
O=S(=O)(O)c1cccc2cccc(O)c12	104
c1ccc(-c2ccccc2OCC2CO2)cc1 (configuration not stated)	75
N#CC1=C(N)Oc2cc3ccccc3cc2C1c1ccccc1Cl (configuration not stated)	101
N=C1C(c2nc3ccccc3s2)=C(O)CN1c1cccc(C(=O)O)c1	90
Cc1cc(Br)ccc1S(=O)(=O)c1ccccc1	72
CC(C)(C)OC(=O)N1C/C(=C\c2ccoc2)C(=O)/C(=C/c2ccoc2)C1	88
CCCCOc1nc(-c2cccnc2)nc2c1sc(=S)n2-c1ccccc1	106
c1cncc(C2SCCCS2)c1	100
O=C(Nc1nonc1-c1ccccc1)c1ccc(C(F)(F)F)cc1	79
CC1(C)C(=O)/C(=C\c2cccnc2)C[C@]2(C)[C@H]3CC[C@@H]4[C@H]5[C@H](C(=O)/C=C/c6cccnc6)CC[C@]5(C(=O)O)CC[C@@]4(C)[C@]3(C)CC[C@@H]12	0.8*[100 µM]
Cn1c(=O)c2c(nc(OCCc3ccccc3)n2C)n(C)c1=O	69
CC(=O)/C(N=Nc1cccc2c1C(=O)c1ccccc1C2=O)=C(\C)O	106
Cc1cc(C)c(N)c(Br)c1	69&98
CCCCCCCCCCCCc1ccc([N+](CC)(CC)CC)cc1	-11*
N/C(Cc1nc2ccccc2s1)=N/O	82
OCc1ccnc2ccccc12	106
Clc1ccccc1C1=NN(c2ccc(-c3ccccc3)nn2)C(c2ccccc2)C1 (configuration not stated)	99
COc1cccc2c1nc1n2C(c2c(F)cccc2Cl)SC1 (configuration not stated)	66
CC1[C@H]2[C@H](C[C@H]3[C@@H]4CC=C5c6sc(Nc7ccccc7F)nc6CC[C@]5(C)[C@H]4CC[C@@]32C)O[C@]12CC[C@@H](C)CO2 (some centres not stated)	-42*
COc1ccc(/C=c2\nc3n(-c4ccccc4)c4nnc(NN)n4n-3c2=O)cc1	101

Rewritten in markdown: entries from further up.
| canonical_smiles | HL-60(TB) |
| --- | --- |
| O=C(Nc1nonc1-c1ccccc1)c1ccc(C(F)(F)F)cc1 | 79 |
| CC1(C)C(=O)/C(=C\c2cccnc2)C[C@]2(C)[C@H]3CC[C@@H]4[C@H]5[C@H](C(=O)/C=C/c6cccnc6)CC[C@]5(C(=O)O)CC[C@@]4(C)[C@]3(C)CC[C@@H]12 | 0.8*[100 µM] |

Quoted at random: six records from the list, in no set order.
SMILES	HL-60(TB)
N/C(Cc1nc2ccccc2s1)=N/O	82
COC1OCC(OS(=O)(=O)c2ccc(C)cc2)C(OC(=O)c2ccccc2)C1OC(=O)c1ccccc1 (configuration not stated)	25
CCCCCCCCSc1ncnc2c1ncn2CO	94
N=C1C(c2nc3ccccc3s2)=C(O)CN1c1cccc(C(=O)O)c1	90
CCOC(=O)C(=O)C1CCCCC1=O (configuration not stated)	112
N#CC1=C(N)Oc2cc3ccccc3cc2C1c1ccccc1Cl (configuration not stated)	101

(listing goes on)
SMILES	HL-60(TB)
COc1ccc(/C=C/C(=O)c2ccc(NC(=O)CSc3nc4[nH]c(=O)n(C)c(=O)c4[nH]3)cc2)cc1OC	104
CC1CC(C#N)C(=O)O1 (configuration not stated)	93
Clc1ccc(Nc2n[nH]c(-c3ccccc3)n2)c(Cl)c1	96
Cc1ccc(-n2c(Sc3nnc(N)s3)nc3ccc(C)cc3c2=O)cc1	72
COc1cc(-c2nc(-c3ccccc3)c(-c3ccccc3)[nH]2)ccc1OC1CCCC1	83
COc1cc2c(cc1OC)C(=O)C(CC1CCN(C(=O)Nc3ccc(Cl)cc3)CC1)C2 (configuration not stated)	85
COc1ccc(C(=O)c2ccc(C)cc2)c(O)c1	104
Nn1c(=O)n(-c2cccc(C(F)(F)F)c2)c(=O)c2cc(-c3ccc(F)cc3F)ccc21	-46*
Nc1nnc(-c2c[nH]c3ncccc23)c(-c2c[nH]c3ccccc23)n1	44
CC(C)C[C@H](NC(=O)[C@@H]1CSSC[C@@H]2NC(=O)[C@H](CC(C)C)NC(=O)[C@H](CCC(=O)O)NC(=O)[C@@H](NC(=O)[C@H](CC(=O)O)NC(=O)[C@H](CC(=O)O)NC(=O)[C@@H](N)CC(N)=O)CSSC[C@H](NC(=O)[C@H](C)NC(=O)[C@H](C(C)C)NC(=O)[C@H](CC(N)=O)NC(=O)[C@H](C(C)C)NC2=O)C(=O)N[C@@H]([C@@H](C)O)C(=O)NCC(=O)N1)C(=O)O	112
CC(C)NC(=O)OCc1c(COC(=O)NC(C)C)c2n(c1-c1ccc(Cl)c(Cl)c1)CCS2=O (configuration not stated)	51
N#C/C(=C\c1ccc(O)cc1)n1nc2cccc(F)c2n1	76
COc1cc2c(cc1OC)CN(C)C(C)C2 (configuration not stated)	88
CCOC(=O)C1=C(C)Nc2nc3ccccc3n2C1c1ccc(OC)cc1 (configuration not stated)	101
O=c1[nH]c(=O)n(C2OC(CO)C(O)C2O)cc1Br (configuration not stated)	101
CCOC(=O)c1ccc(S(=O)(=O)N(C)c2oc(-c3cccc4ccccc34)nc2C#N)cc1	100
C[C@@H]1C(=O)O[C@H]2[C@H]1CC/C(COC(=O)OC/C1=C/CC[C@@]3(C)O[C@H]3[C@H]3OC(=O)[C@@H](C)[C@@H]3CC1)=C\CC[C@@]1(C)O[C@@H]21	101
CCN(CC)CCOC(=O)c1ccc(NC(=O)OCCCCOC(=O)Nc2ccc(C(=O)OCCN(CC)CC)cc2)cc1	101
N#Cc1c2c(nn(-c3ccccc3)c1=O)C(O)=C([N+](=O)[O-])C(c1ccc([N+](=O)[O-])cc1)C2 (configuration not stated)	90
C=CC(=O)N[C@H](/C=C/C(=O)OCC)Cc1ccc(-c2cc(Cl)cc(Cl)c2)cc1	76
CCCCCCCCCCCCCCCCNCCO[C@@H]1C[C@H](n2cc(C)c(=O)[nH]c2=O)O[C@@H]1C(=O)NCCCC[C@@H](NC(=O)[C@@H](C)NC(=O)[C@@H](CCCCN)NC(=O)[C@@H](C)NC(=O)[C@@H](CC(C)C)NC(=O)[C@@H](CCCCN)NC(=O)[C@@H](C)NC(=O)[C@@H](CC(C)C)NC(=O)[C@@H](CCCCN)NC(=O)[C@@H](CCCCN)NC(=O)[C@@H](C)NC(=O)[C@@H](CC(C)C)NC(=O)[C@@H](CCCCN)NC(=O)[C@@H](C)NC(=O)[C@@H](CC(C)C)NC(=O)[C@@H](CCCCN)NC(=O)CCCCCN)C(N)=O	94[2.13 µM]
CCOC(=O)/C(C)=C\c1ccc(OC)c(OC)c1	88
CC1=NN(c2cccc(Cl)c2)C(=O)/C1=C\c1coc2ccc(C(C)C)cc2c1=O	100
CN(C)CSC1=NCCS1	115
COc1cc(/C=C/c2cc(/C=C/c3ccc(O)c(OC)c3)n(-c3ccccc3)c(=O)n2)ccc1O	71
CCOC(=O)C1CSC(C)(C(=O)OCC)N1 (configuration not stated)	84
COc1cc(-c2cc(-c3ccc(Cl)cc3)nc3nc(N)[nH]c(=O)c23)ccc1Oc1ccnc2cc(Cl)ccc12	110
CN1CCN(Cc2ccc(NC(=O)c3cncc(C#Cc4ncc5cnccn45)c3)cc2C(F)(F)F)CC1	25
O=c1onc(-c2cc3ccccc3nc2Cl)n1-c1ccccc1	113
COc1ccccc1/C=C/C=N/N1C(=O)NC2C1N(C)C(=S)N2C (configuration not stated)	89
Cn1c2c(c(=O)n(C)c1=O)NC1(N2)C(=O)Nc2ccccc21 (configuration not stated)	94
COc1ccc2c(-c3ccc(F)cc3)c(C#N)c(=NC(C)=O)oc2c1	-17*
O=C(O)c1ccccc1C(=O)OO	137
COc1ccc(C(=O)n2nc(-c3ccncc3)nc2N)cc1	110
CC(=O)OC1C=CC(=O)OC1C1OC1C (configuration not stated)	87
OC1(Cc2ccccc2)CCNCC1	101

Overlap with the part before: 2 compounds, then new ones.
SMILES	HL-60(TB)
CC(=O)OC1C=CC(=O)OC1C1OC1C (configuration not stated)	87
OC1(Cc2ccccc2)CCNCC1	101
COc1ccc(OC)c(/C=C/C(=O)c2c(C)nc3ccccc3c2/C=C/c2ccccc2)c1	47
O=C(c1ccccc1O)N1CCCC1	92
COc1ccc(CCC(=O)O)cc1	96
COc1nc2c(c(=O)n1C)C1(C(=O)Nc3ccccc31)c1c(nc(OC)n(C)c1=O)N2	111
O=C([O][Hg][CH2]C1OCCOC1[CH2][Hg][O]C(=O)c1ccccc1)c1ccccc1 (configuration not stated)	-25*
O=[N+]([O-])c1cc(C(F)(F)F)ccc1Sc1ccc(C(F)(F)F)cc1[N+](=O)[O-]	8.1*
C[C@H]1[C@H](C)CC[C@]2(C(=O)O)CC[C@]3(C)C(=CC[C@@H]4[C@@]5(C)C/C(=C/O)C(=O)C(C)(C)[C@@H]5CC[C@]43C)[C@H]12	79
CCCCN=C(N)N=C(N)N	112&121
CCCCc1ccc(-c2nn[nH]n2)nc1	72
c1ccc(-c2nc(-c3ccccc3)n(-c3nocc3-c3ccco3)n2)cc1	105
CC(C)CC(C)C1CCC(C)C1CCC(C)OC=O (configuration not stated)	102
O=C(O)Cc1ccc(-c2ccccc2)cc1	101&104
COc1cccc(-n2cc(C#N)c(N)c2C(=O)c2ccc(Cl)cc2)c1	87
O=C(Nc1cccc(OC(F)(F)F)c1)Nc1ccc2oc(=O)ccc2c1	28
CC1(C)C(C=C(Cl)Cl)C1C(=O)OC(C#N)c1cccc(Oc2ccccc2)c1 (configuration not stated)	76
COc1ccc(N=c2nc3sc4cccc(Cl)c4n3c(N)c2C#N)cc1	102
COc1cccc2c1O/C(=C\c1ncc([N+](=O)[O-])n1C)C2=O	-15*
O=c1cnc2ccccc2[nH]1	105
CSc1ccc2c(c1)N(C(=O)/C(C#N)=C/c1cccs1)c1ccccc1S2	81
CC(C)CSc1nc(-c2ccc(F)cc2)c(C#N)c(N2CCN(C)CC2)n1	92
CC(=O)c1ccc(NC(=O)CSc2nnc(-c3cc(-c4ccc(Cl)cc4)nc4ccccc34)o2)cc1	91
O=C1c2ccccc2C(=O)N1/N=C/c1cc(Cl)cc(Cl)c1O	109
COc1ccc2cn3c4ccc(O)cc4[nH]c(=O)c3c2c1	-7.4*
COC(=O)[C@]12CCC(C)(C)C[C@H]1C1=CC[C@@H]3[C@@]4(C)Cc5c(n(CC#CCN6CCNCC6)c6ccccc56)C(C)(C)[C@@H]4CC[C@@]3(C)[C@]1(C)CC2	103
ClC1=NC2NN=C(c3cccc(Cl)c3)N2c2nc[nH]c21 (configuration not stated)	100
C#CCn1c2c(c3ccccc31)C[C@]1(C)[C@H]3CC=C4[C@@H]5CC(C)(C)CC[C@]5(C(=O)OC)CC[C@@]4(C)[C@]3(C)CC[C@H]1C2(C)C	97
Cc1ccc(-c2cc(C3(O)CCC4COC3O4)on2)cc1 (configuration not stated)	109
COc1cc2ncn3c(=O)[nH]nc3c2cc1OC	94
COc1cc(/C=N/NC(=O)Cn2c(C(C)C)nc3ccccc32)ccc1OCC(=O)NN	107
Cc1ccc(-c2csc(Nc3ccc4nc5n(c(=O)c4c3)CCC5)n2)cc1	104
C=C1CC[C@@H]2C(C)(C)[C@H](O)CC[C@@]2(C)[C@@H]1COc1ccc2ccc(=O)oc2c1	46
Cc1[nH]nc2c1C(c1cc(=O)oc3ccc(Cl)cc13)C(C#N)=C(N)O2 (configuration not stated)	101
O=C(/C=C/c1ccccc1)Oc1ccc(/C=C/c2cc(OC(=O)/C=C/c3ccccc3)cc(OC(=O)/C=C/c3ccccc3)c2)cc1	93
O=c1c2ccccc2nc(CN2CCCCC2)n1/N=C/c1ccc(Cl)cc1	95
COc1cc(CCC(=O)O)on1	56
O=C1CCCCC1C(=O)C(F)(F)F (configuration not stated)	107
CC1=CCC(OC(O)CCC(O)(C(=O)OC2(C)C=CC(O)(C(C)C)CC2)C(C)C)(C(C)C)CC1 (configuration not stated)	103
Fc1ccccc1[C@@H]1Nc2c(ccc3cccnc23)[C@@H]2C=CC[C@@H]21	96
O=C(CCN1CCCC1)c1cccs1	89
O=C(CN1CCN(Cc2ccccc2)CC1)N1c2cccc3cccc(c23)N(C(=O)CN2CCN(Cc3ccccc3)CC2)C1c1cn(-c2ccccc2)nc1-c1cccc([N+](=O)[O-])c1	95
CCCCOC(=O)/C=C/c1ccc2c(OC)cc(/C=C/C(=O)OCCCC)c3c2c1C(=O)N(CCCC)C3=O	83
CC(=O)N1N=C(c2cccc(Nc3ccncc3)c2)CC1c1ccc(F)cc1 (configuration not stated)	101

This is a subset; the hit share may differ from the screen's.
